# HCMV antiviral – blocks human cytomegalovirus replication | 4.5% of 410,000 active | AID 1259415 | HFF cells, HCMV-luciferase reporter, 72 h; stronger effect = lower value | activity change, negative = inhibition, % at 57.5 µM; in the data active = activity change below about -60%; inconclusive = no clear call, values can overlap the other calls; inactive = above about -39%
#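 After 16 h attachment at 37C, HFF cells received test compound and HCMV-luciferase (1 PFU/cell); reporter luminescence read 72 h later, data normalized against buffer-only and known inhibitor Salinomycin.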
# AMA1 RON2 block – inhibitors of Plasmodium falciparum AMA1-RON2 interaction | AlphaScreen AMA1-biotinylated RON2 peptide binding | Potency, µM (top dose mostly 58.2 µM), for inactives: at the highest dose activity change, negative = inhibition, hits mostly inhibitors | 0.2% of 360,000 active | AID 720542; active = well fitted inhibition curve with a large enough effect; inconclusive = small, poorly fitted or top-dose-only effect; inactive = no such curve, though single readings can be large or run the other way;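 note: potency is the fitted concentration of half-maximal effect; 0% = vehicle wells and -100% = peptide control; nearly all actives have a fitted effect of over 45% in size; some results filed as inactive show a strong effect at the top dose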
#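 AMA1 (3D7) with his tag at 25 nM final met compounds first, then biotinylated RON2 peptide at 25 nM; detection used donor plus acceptor beads, 10 µg/mL apiece, read by AlphaScreen after 30 min at room temperature.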
# Starred values were filed as active, the others as inactive; ? = inconclusive; [ ] = remark or other dose. Unless noted, % is set by controls: 0 for no effect and ±100 for the full control effect.
molecule	AMA1 RON2 block	HCMV antiviral
Cn1c(=O)c2c(ncn2CC(=O)Nc2ccc3c(c2)OCO3)n(C)c1=O	-10%	17
CN1OC[C@@H]2CN(Cc3ccc4c(c3)OCO4)[C@H](c3ccc(N4CCCCC4)cc3)C[C@@H]21	14µM*	31
CSc1ccc(Cn2c(C)c(C(=O)NCc3ccc(F)cc3)sc2=O)cc1	-9%	-5
O=C(NCc1ccccc1)C(c1ccc(C(F)(F)F)cc1)N1CCN(CCN2CCOCC2)CC1 (stereo unspecified)	10%	14
COc1cc(NC(C)=O)c2ncccc2c1Br	3%	-7
CCNC(=O)C1(C)CCN(C(=O)c2cccc3ccccc23)C1 (stereo unspecified)	9%	-24
CC(C)N1C(=O)NC2NC(=O)N(C(C)C)C21 (stereo unspecified)	6%	-7
CCc1noc(C)c1C(=O)N(CC)CC(=O)NCc1ccc(F)cc1	-3%	15
O=C(NCc1ccc(F)cc1)c1cc(C2CCCCN2C(=O)CCCc2ccccc2)on1 (stereo unspecified)	-5%	44
Cc1cc(C(=O)N2CCc3ccccc32)ccc1[N+](=O)[O-]	-4%	29
NC(Cc1ccc(Cl)cc1)c1csc(NC(=O)NCCc2ccccc2)n1 (stereo unspecified)	50%[activator]	-10
COc1ccccc1N=NNc1ccccc1OC	?	42
CC(C)CNC(=O)c1cccc2c(-c3ccc(F)c(F)c3)coc12	0%	-37
CCCS(=O)(=O)NC(=O)C1(C)CCCN(C(=O)c2ccccc2Br)C1 (stereo unspecified)	-6%	2
CCN(CC)C(=O)C1=C(C)N(Cc2ccc(F)cc2)C(=O)C(CC(=O)NCCc2ccccn2)C1 (stereo unspecified)	28%	-3
COc1ccc(CCNC(=O)c2ccc3c(c2)S(=O)(=O)N=C2CCCCCN23)cc1OC	-1%	39
CCc1nc2c(OCc3ccccc3)cccn2c1N(C)C(C)=O	-1%	-35
O=C(NCc1ccncc1)c1ccc(-c2ccc(F)c(F)c2)c2ccoc12	4%	-73*
COc1cc(CN2CCC(C(=O)NC(C)(C)C)CC2)ccc1OCc1ccccc1	1%	-1
C[C@H]1CCCCO[C@H](CN(C)Cc2ccncc2)[C@@H](C)CN([C@@H](C)CO)C(=O)c2cc(NS(=O)(=O)c3ccccc3)ccc2O1	4%	1
CC1(C(=O)NS(=O)(=O)c2ccc(Cl)s2)CCN1C(=O)c1ccc(C2CCCCC2)cc1 (stereo unspecified)	-5%	38
O=C(c1cc(COc2c(F)cccc2F)on1)N1CC[C@@H]2CCCC[C@H]2C1	9%	10
O=C(CCNS(=O)(=O)c1ccc(F)cc1)N1CCN(c2ncccn2)CC1	11%	10
Cc1ccc([C@@H]2CC(=O)[C@@H]3CN(S(=O)(=O)c4ccc(C)cc4)[C@H](c4ccccc4)C[C@@H]3N2S(=O)(=O)c2ccc(Cl)cc2)cc1	9%	-18
CCCCn1nnnc1C(c1cc2ccccc2o1)N1CCN(CC(=O)NC(C)C)CC1 (stereo unspecified)	0%	-5
C=C1C(=O)[C@]23C[C@H]1CC[C@H]2[C@]1(C)[C@@H](OC(C)=O)CC[C@@](C)(C(=O)OC)[C@H]1C[C@@H]3OC(C)=O	9%	-100*
CC(C)(C)C(C(=O)NCc1ccccc1)N1CCN(CCN2CCOCC2)CC1 (stereo unspecified)	32%[activator]	8
CC1(C(=O)NS(=O)(=O)c2ccccc2C(F)(F)F)CCN1C(=O)CC1CCCCC1 (stereo unspecified)	15%	20
Cc1ccc(S(=O)(=O)N2C[C@H]3C(=O)C[C@@H](c4ccccc4)N(S(=O)(=O)c4ccc(C)cc4)[C@H]3C[C@H]2c2ccccc2Cl)cc1	-3%	0
CCNC(=O)C1(C)CCCN(Cc2cccc3c2OCCO3)C1 (stereo unspecified)	-20%	-1
Cc1cccc(S(=O)(=O)NC(=O)C2(C)CCN2C(=O)Cc2ccc(C(C)(C)C)cc2)c1 (stereo unspecified)	6%	18
Cc1cnc(-c2nc3ccccc3n2C(C(=O)NC(C)(C)C)c2ccncc2)cn1 (stereo unspecified)	-20%	171
CC(=O)Nc1ccc(-c2ccnc3c2CC(C(=O)NC(C)C)O3)cc1 (stereo unspecified)	24%	-17
CCOC(=O)[C@]12CCCC=C1N(Cc1ccc3c(c1)OCO3)C(=O)[C@H](CC(=O)NCCc1ccccc1OC)C2	-9%	-4
COC(=O)C[C@H]1CC[C@@H](NC(=O)Nc2cccc(OC)c2)[C@@H](CO)O1	-2%	4
COc1cccc(C(C)(O)c2nc(-c3ccc(OC)c(OC)c3)cs2)c1 (stereo unspecified)	0%	-20
CCCNC(=O)c1cc(C2CCCCN2S(=O)(=O)Cc2cccc(C(F)(F)F)c2)on1 (stereo unspecified)	-1%	-36
Cc1cccnc1C(NC(=O)C1CCN(CCOc2ccc(F)cc2)CC1)c1ccc(Cl)cc1 (stereo unspecified)	-4%	-13
CCCCN1C[C@H](CSC)[C@@H](CC(=O)Nc2ccc(OC)cc2)C1=O	-7%	-4
COc1ccc(CNC(=O)C2(C)Cc3c(-c4ccc5c(c4)OCO5)ccnc3O2)cc1OC (stereo unspecified)	-13%	?
CCCS(=O)(=O)NC(=O)C1(C)CCCN(C(=O)CCc2cccs2)C1 (stereo unspecified)	-4%	-13
CC1CCCCC1NC(=O)c1cc(Cl)nc2ccccc12 (stereo unspecified)	-4%	-9
CC(=O)Nc1ccc(CN2CCC(N3CCC(C(=O)NC4CC4)CC3)CC2)cc1	-4%	3
COCCCNc1ccn2nc(-c3ccc(OCc4ccccc4)cc3)cc2n1	2%	?
CC(C)(C)n1nnnc1C(CCc1ccccc1)N1CCN(C/C=C/c2ccccc2)CC1 (stereo unspecified)	-23%	?
CCN(CC(=O)Nc1ccc2c(c1)OCCO2)C(=O)COc1ccc(C(C)=O)cc1	-6%	56
NC(c1csc(NC(=O)Nc2ccccc2)n1)C1CCCCC1 (stereo unspecified)	6%	-17
CC1(C(=O)Nc2ccc3c(c2)OCCO3)CSCC(=O)N1C1CCN(Cc2ccccc2)CC1 (stereo unspecified)	-11%	-4
CCc1nc2ccc(C(=O)NCCN3CCOCC3)cn2c1N(CCC(C)C)CCN(C)C	9%	1
CCCc1cc(CCC)n2nc(N)nc2n1	10%	-5
N#CC(c1ccccc1)C(CC(=NO)c1ccccc1)c1ccccc1 (stereo unspecified)	-9%	?
COc1ccc(-c2ccc3[nH]c4c(c3c2)CCN2C[C@H]3[C@H](C)ON(C)[C@H]3C[C@@H]42)cc1	?	?
CCN(CC)c1cc2c(c3c1ccn3C)C1CCC2O1 (stereo unspecified)	-1%	9
COc1ccc(C(O)c2nc(-c3cnn(C)c3)cs2)cc1 (stereo unspecified)	10%	-6
CC(C)Nc1ncnc2c1ncn2[C@H]1CN(Cc2ccco2)C[C@@H](CO)O1	-2%	-25
Cc1ccc(Cl)cc1-c1cc(C(=O)NCc2ccccc2)[nH]n1	16%	-25

# Carrying on.
molecule	AMA1 RON2 block	HCMV antiviral
Nc1ncnc2c1ncn2[C@@H]1O[C@H](C(=O)NCC(F)(F)F)[C@@H](O)[C@H]1O	-1%	6
CC(C)C(C(=O)NCc1ccccc1)N(C)Cc1ccc(Cl)c(Cl)c1 (stereo unspecified)	4%	-27
CC1=C(C(=O)N(C(C)C)C(C)C)CC(CC(=O)NCCCCc2ccccc2)C(=O)N1Cc1ccc(F)cc1 (stereo unspecified)	-4%	-38
COc1cccc(N2CCN(C(=O)C3CCN(C(=O)Nc4ccccc4)CC3)CC2)c1	7%	15
CCCc1cc(NCCOCCO)n2c(nc3ccccc32)c1C#N	-7%	21
CCCCC(=O)N(C)c1c(CC)nc2c(OCC(=O)c3ccc(F)cc3)cccn12	0%	-20
O=C(O)c1[nH]c(-c2ccccc2)c2c1C(=O)N(C1CC1)C2=O	-3%	5
C[C@@H]1CN([C@@H](C)CO)C(=O)CCCn2cc(nn2)CO[C@H]1CN(C)S(=O)(=O)c1ccc(C#N)cc1	16%	-20
CC1(Cc2cccc(C(F)(F)F)c2)C(=O)Nc2c(Cl)ccc(Cl)c21 (stereo unspecified)	-3%	0
COc1ccc(CN2C[C@@H](CO)O[C@@H](n3cnc4c(N5CCN(c6ccccc6)CC5)ncnc43)C2)cc1	-26%	-35
COc1cccc(C(NC(C)=O)c2nc(-c3ccc4ccccc4c3)cs2)c1 (stereo unspecified)	-10%	7
Cc1cnc(C(=O)OCC(=O)c2cc(C)n(CCc3ccc(F)cc3)c2C)cn1	-9%	-25
CCC(=O)N1Cc2cc(C(=O)NCc3cccc(F)c3)nc(-c3cccc(C4=CCCC4)c3)c2[C@H]1CCO	5%	-12
COc1cc(-c2cc3nc(NCCc4ccc(S(N)(=O)=O)cc4)ccn3n2)cc(OC)c1OC	-4%	48
COC(=O)C1(C(=O)OC)C[C@H](c2ccc(OC)cc2)N(Cc2ccccc2OC)[C@@H]1c1ccccc1	-9%	-19
NC(COCc1ccccc1)c1csc(NC(=O)Nc2cccc(C(F)(F)F)c2)n1 (stereo unspecified)	48%[activator]	-100*
COc1ccc(NC(=O)C2Cc3c(-c4cccc(NC(C)=O)c4)ccnc3O2)cc1 (stereo unspecified)	-12%	?
COc1ccc(Cc2nc3ccc(C(=O)NCCc4ncccc4C)cc3o2)cc1OC	31%[activator]	49
Cc1cc(NC(=O)CSc2nnc3ccc(-c4ccccc4)nn23)no1	-4%	-18
CCCCOCCCNC(=O)C[C@@H]1C[C@@]2(C(=O)OCC)CCCC=C2N(CCc2ccc(OC)c(OC)c2)C1=O	-17%	42
O=C(CCNC(=O)c1ccc(Cl)cc1)Nc1cc(C(F)(F)F)ccc1N1CCOCC1	10%	29
Cc1ccc(Nc2n[nH]c(=S)s2)cc1C	116%[activator]	42
O=C(C1CCCCC1)N1C[C@@H](n2cc(C3CC3)nn2)[C@H](O)C[C@@H]1c1ccc(Cl)cc1	0%	-16
O=C1NCCN1CCNc1nc(NCc2ccccc2)nc2ccsc12	-5%	-39
Cc1cn([C@H]2C[C@H](O)[C@@H](CNC(=O)[C@H](N)Cc3cn(COCc4ccccc4)cn3)O2)c(=O)[nH]c1=O	14%	8
Cn1c(=O)c2cc(NC(=O)CC(C)(C)C)ccc2n1-c1ccccc1F	-3%	15
FC(F)(F)c1cccc(-c2cc3nc(NCCOc4ccccc4)ccn3n2)c1	38%[activator]	31
Cc1ccc(S(=O)(=O)N2C[C@H]3N(C(=O)OC(C)C)N(C(=O)OC(C)C)C[C@H](OC(=O)NC4CC4)[C@@]3(O)C2)cc1	1%	20
CSCC[C@H](CO)NC(=O)[C@H]1O[C@@H](n2cnc3c(N)ncnc32)[C@H](O)[C@@H]1O	0%	11
COC(=O)c1cc(S(=O)(=O)Nc2cccc(-c3ccno3)c2)c[nH]1	-6%	27
CCOC(=O)C1=CCN(S(=O)(=O)c2ccccc2C)C1c1ccc(Br)cc1 (stereo unspecified)	7%	-35
Cc1ccccc1S(=O)(=O)NC(=O)C1(C)CCN1C(=O)C1(c2ccc(Cl)cc2)CCC1 (stereo unspecified)	-1%	24
NC(=O)c1ccc(NC(=O)COC(=O)C23CC4CC(CC(C4)C2)C3)cc1	-3%	-9
COc1cccc(NC(=O)C(=O)NCC2CCCN2S(=O)(=O)c2cccs2)c1 (stereo unspecified)	-6%	-27
COCCCN1C(=O)C(CC(=O)NCCN2CCOCC2)CC(C(=O)N(C)C)=C1C (stereo unspecified)	12%	1
Cc1nc(C(=O)N2CCC(C)(C(=O)NS(=O)(=O)C3CC3)C2)c(C)o1 (stereo unspecified)	-2%	-34
CCC(C)CN1C(=O)CSCC1(C)C(=O)Nc1ccc2c(c1)OCCO2 (stereo unspecified)	-6%	12
Cc1cc(OC(=O)Nc2ccccc2)ccc1Cl	-1%	-11
COc1ccccc1Cn1c(C)c(C(=O)NCc2cccc(C)c2)sc1=O	-10%	-61*
Cc1ccc([C@@H]2C[C@H]3[C@@H](CN2S(=O)(=O)c2ccc(Cl)cc2)C(=O)C[C@@H](c2ccc(Cl)cc2)N3S(=O)(=O)c2ccccc2C)cc1	5%	-22

# Screening data deposited in PubChem by National Center for Advancing Translational Sciences (NCATS).

# An excerpt (hit frequency here may not be typical).
